# FAS-TE inh: inhibitors of human fatty acid synthase thioesterase domain. 0.67% of 360,000 active. inhibition, % at 15 µM. P49327. recombinant FAS-TE, OMFH fluorogenic substrate, fluorescence endpoint;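 active = compounds whose normalised, plate-corrected inhibition of enzyme fluorescence in the single-dose primary screen is 50% or more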;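 note: 0% = DMSO with enzyme and 100% = substrate without enzyme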
# MT1-MMP act inh: blocks activation of human MT1-MMP; HT1080 RFP-PRO-GFP cells, GFP/RFP ratio fluorescence, overnight; percent of plate control window, DMSO zero; 0.061% of 360,000 active; GFP/RFP ratio change, % at 20 µM; P50281;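 active = GFP/RFP ratio change of at least 30% with cell ATP level not reduced by more than half and red fluorescence within 50% of control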; note: strong numbers were not always called active
#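 system = RFP-PRO-GFP reporter HT1080 cells | dosing = 20 µM single dose, 1% DMSO | timing = overnight cell settling, then overnight compound exposure, 37 °C, 5% CO2 | read-out basis = GFP/RFP fluorescence ratio | controls = DMSO and RFP-L50D-GFP cell wells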
# PABP1 MLLE inh: blocks PAM2 peptide binding to the PABP1 MLLE domain. P11940. AID 588489. GST-MLLE / FITC-PAM2 fluorescence polarization. inhibition, % at 20 µM. 0.36% of 360,000 active; in the data active = inhibition above about 35%, passing the limit was not always enough;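 note: plate controls were DMSO wells with GST-MLLE for no effect and wells lacking GST-MLLE protein for full effect; some results filed as inactive read as strong as hits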
# eLon inh: inhibits E. coli Lon protease; 0.42% of 360,000 active; inhibition, % at 7.94 µM; P0A9M0; purified E. coli Lon protease, fluorescence polarization; AID 602123; in the data active = inhibition above about 13%, passing the limit was not always enough;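 note: 0% = enzyme with probe and DMSO and 100% = no enzyme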
# CSN inh: blocks human CSN-mediated cullin deneddylation. 0.38% of 360,000 active. Purified CSN, SCF-Nedd8-OG deneddylation, fluorescence polarization. AID 651999. inhibition, % at 12.5 µM;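 active = pattern-corrected inhibition above about 35%, with an unprinted fluorescence ratio check between 0.5 and 1.5, limit read from the data, passing the limit was not always enough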;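 note: 0% = enzyme with substrate and 100% = substrate without enzyme; some results filed as inactive read as strong as hits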
#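 Assay system: purified human Csn5 enzyme expressed in HEK293T cells; Input: 0.24 nM Csn5 enzyme, final concentration; Reagent: 10 nM SCFSkp2-Nedd8OG; Compound dosing: 12.5 µM single point; Times: reaction 90 min, room temperature; Technique: fluorescence polarization readout.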
# Rpn11 inh: Rpn11 (human) deubiquitinase inhibition | O00487 | human 26S proteasome, Ub4-pepOG fluorescence polarization; 20S core pre-blocked with epoxomicin | calls only at 20 µM | 0.59% of 360,000 active | AID 588493;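 active = inhibition at 20 µM, scaled to each plate's controls, above about 33%, limit read from the data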
# MsrA inhibitor: bovine MsrA inhibition. inhibition, % at 15.5 µM. AID 651718. purified bovine MsrA, absorbance read-out. 0.75% of 360,000 active; in the data active = inhibition above about 4.5%;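 note: 0% = vehicle wells with enzyme and 100% = reference inhibitor wells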
# Rin1-Abl PPI inh: human Rin1-Abl interaction inhibition | 0.4% of 360,000 active | TR-FRET Rin1/Abl binding, biochemical | inhibition, % at 7.35 µM | P00519+Q13671; in the data active = inhibition above about 5%, passing the limit was not always enough
# bovine MsrA act: activators of bovine methionine sulfoxide reductase A; purified bovine MsrA, absorbance read-out; activation, % at 10.6 µM; 0.3% of 360,000 active; AID 602163; in the data active = activation above about 7.5%;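 note: 0% = vehicle and 100% = reference activator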
# * marks the source's active call; other numbers are inactive results; i = inactive; . = no result given; & = joins results of further samples. Compounds were not picked by outcome; any-hit rate near 3.7%.
SMILES,FAS-TE inh,MT1-MMP act inh,PABP1 MLLE inh,eLon inh,CSN inh,Rpn11 inh,MsrA inhibitor,Rin1-Abl PPI inh,bovine MsrA act
COCCOc1ccc(C(F)(F)F)cc1NC(=O)CN1C(=O)NC2(CCc3ccccc32)C1=O (stereo not given),25,0,-14,-2,1,i,0.2,0,3
CCc1ccc(OCC(=O)Nc2ccc3c(c2)COC3=O)cc1,6,3,-3,-5,5,i,-0.8,0,0
COC(=O)c1c(NC(=O)Cc2cccs2)sc(C)c1C,22,-3,8,-3,-1,i,0.5,2,-2
CCOC(=O)c1c(-c2ccccc2)oc2ccc(OC(C)=O)cc12,23,-5,16,15,-2,i,-0.7,-2,-2
COc1ccc(C2Nc3ccccc3C(=O)N2NS(C)(=O)=O)c(OC)c1 (stereo not given),-4,-5,2,-6,-5,i,0.6,4,-4
COc1ccccc1-c1nc(C#N)c(NCc2ccc(F)cc2)o1,11,2,-3,3,0,i,2.5,2,0
COc1ccc2oc3ccc(OC)cc3c(=O)c2c1,-5,-1,3,-1,3,i,1.4,-1,1
O=C(Cc1cccc(NC(=O)C2CCCN(C(=O)C3CCCCC3)C2)c1)Nc1cccc(C(=O)N2CCCC2)c1 (stereo not given),-17,3,-2,0,-2,i,0.7,0,-2
O=C(c1ccccc1F)c1cc2c(cc1[N+](=O)[O-])OCCO2,15,0,-4,2,5,i,0.9,1,-5
Cc1ccc2nc3sc(C(=O)N4CCOCC4)c(N)c3cc2c1,1,0,16,0,0,i,0.2,-6,3
COc1ccc(C(=O)NC(=S)NNC(=O)Cc2cccs2)cc1,-6,11,10,-3,-3,i,0.8,-2,4
COc1ccc(-c2csc(-c3cccnc3)n2)cc1C,14,-1,1,-2,4,i,1.6,2,-4
COc1ccc2oc(C(=O)Nc3nc4ccc(S(C)(=O)=O)cc4s3)c(C)c2c1,-10,2,-3,-1,4,i,0.4,-1,-10
O=C(c1cc(F)ccc1F)C1CCCN(C(=O)CSc2ccccn2)C1 (stereo not given),-4,0,4,-2,-2,i,1.0,1,-1
O=C(Nc1ccc(O)c2c(=O)cc(-c3ccccc3Cl)oc12)c1ccc(F)cc1,2,-4,6,-4,-2,i,0.3,1,0
CCOC(=O)c1sc(NC(=O)Cc2ccc(F)cc2)nc1C,-1,1,5,-4,2,i,-0.1,-1,-2
CCCCn1c(N)c(N(Cc2ccccc2OC)C(=O)C(C)Oc2cccc(Cl)c2)c(=O)[nH]c1=O (stereo not given),-4,-1,-22,-1,4,i,0.8,1,-4
CC(=O)N1CCN(S(=O)(=O)c2ccc(F)c(Cl)c2)CC1,-2,1,12,-10,-3,i,0.8,-2,-3
Cc1nc2nc(COc3ccccc3)[nH]n2c(=O)c1Cc1ccccc1,-6,9,0,5,-2,i,1.3,-1,1
COCCNC(=S)N1CCc2cc(OC)c(OC)cc2C1COc1cc(C)cc(C)c1 (stereo not given),26,-3,-130,-2,-9,i,-0.1,1,1
O=c1c2ccccc2nc(SCCN2CCOCC2)n1CCc1ccccc1,14,-2,8,9,1,i,-0.5,-4,-1
Cc1ccc2c(c1)c(-c1ccccc1)nc1nncn12,-11,-2,-11,-14,1,i,0.7,1,-8
CC/C(O)=C(\C#N)c1nnc2n1CCCCC2,-10,-4,-1,-4,-1,i,1.4,-1,1
CN(C)c1cccc(CNC(=O)c2ccc3nc([C@H]4C[C@H](O)[C@@H](CO)O4)[nH]c3c2)c1,-12,-2,-3,-2,2,i,0.5,-3,-3
O=C1CCN(Cc2ccccc2)C(=S)N1,-2,3,-2,2,-1,i,0.2,5,1
Cc1cccc(C)c1-n1nnnc1C1(C)CCC(=O)N1C1CCN(Cc2ccccc2)CC1 (stereo not given),-16,2,.,-6,-4,.,0.1,.,-2
NCc1cccc(-n2cccn2)c1,-7,-4,7,13,0,i,0.7,0,-4
CN(CC(=O)NCCC1=CCCCC1)S(=O)(=O)c1ccc2c(c1)c(=O)n(C)c(=O)n2C,7,0,12,2,1,i,0.0,2,3
COc1ccc(CNC(=O)COC(=O)CN2C(=O)C(C)Oc3ccc(C)cc32)cc1 (stereo not given),-3,0,9,-10,2,i,0.8,4,-1
O=C(CSc1nc2ccccc2c(=O)[nH]1)c1cccs1,-6,1,-3,-5,0,i,-0.2,0,0
O=C(CN1CCCc2ccccc21)N1CCc2ccccc21,-8,-13,16,-65,15,i,1.2,-2,5
CSc1nc(C)cc(OCCNS(=O)(=O)c2ccc(C)cc2)n1,11,-1,6,-4,6,i,-1.2,2,-12
CCN(CC)CC(=O)NN=C(c1ccccc1)c1ccccc1,-3,2,-18,-6,0,i,-0.6,3,-2
COc1ccc(S(=O)(=O)N2CCCCCC2)cc1NC(=O)Cc1cccc(C(F)(F)F)c1,14,2,-10,-7,4,i,0.6,0,0
Fc1cnc(N2CCOCC2)nc1N1CCOCC1,-8,-1,20,-13,-3,i,-1.3,3,-4
CC(C)CN1CCNC(=O)C1CC(=O)N(C)CC1CCOCC1 (stereo not given),-6,-1,0,5,-2,i,1.5,0,-2
COc1ccc(C(CNS(=O)(=O)c2cccc(F)c2)N2CCCC2)cc1 (stereo not given),0,1,-8,-16,0,i,0.8,3,-3
CC[n+]1c(C=C2C=C(C)OC(C)=C2)sc2ccccc21,-1,-135,3,-59,-1,i,-0.2,-13,-3
Cc1cccc(NC(=O)CCSc2ccccn2)c1,-7,4,3,12,-1,i,1.4,2,-6
Cc1occc1C(=O)NCCCCc1ccccc1,-3,-5,3,11,2,i,-1.0,2,-5

# 3 entries drawn at random from those above:
SMILES,FAS-TE inh,MT1-MMP act inh,PABP1 MLLE inh,eLon inh,CSN inh,Rpn11 inh,MsrA inhibitor,Rin1-Abl PPI inh,bovine MsrA act
Cc1occc1C(=O)NCCCCc1ccccc1,-3,-5,3,11,2,i,-1.0,2,-5
O=C(CN1CCCc2ccccc21)N1CCc2ccccc21,-8,-13,16,-65,15,i,1.2,-2,5
COc1ccc(C(CNS(=O)(=O)c2cccc(F)c2)N2CCCC2)cc1 (stereo not given),0,1,-8,-16,0,i,0.8,3,-3

# The listing continues.
SMILES,FAS-TE inh,MT1-MMP act inh,PABP1 MLLE inh,eLon inh,CSN inh,Rpn11 inh,MsrA inhibitor,Rin1-Abl PPI inh,bovine MsrA act
CCCCN(CC)C(=O)c1cc2c(=O)[nH]c3ccc(C)cc3c2s1,1,-5,1,2,-1,i,1.0,-1,-2
COc1ccnc(Oc2ccc(C)cc2)c1C#N,13,0,-10,-4,0,i,0.9,1,2
COc1cc2c(cc1OC)C(c1cccs1)N(C(=O)C(C)C)CC2 (stereo not given),-7,1,9,3,-3,i,-0.8,-1,-2
COc1cc(/C=C2\SC(=S)N(CCCCC(=O)O)C2=O)ccc1OS(=O)(=O)c1ccc(C)cc1,-34,2,-2,-5,18,i,-1.5,-2,-4
COc1ccc(/C=c2\sc3nc(=O)c(C)nn3c2=O)c(OC)c1,-3,-2,-65,-3,9,i,0.8,0,1
CCOC(=O)C1CCCN(C2CCN(Cc3nc(Cc4ccccc4)no3)CC2)C1 (stereo not given),-6,0,6,-2,0,i,1.2,4,-3
COc1ccc(CNC(=O)C2Cc3c(-c4ccccc4Oc4ccccc4)ccnc3O2)cc1OC (stereo not given),13,-10,4,-2,2,i,-1.1,-2,-3
O=C(NCCC(=O)N(CCc1ccccc1)Cc1ccccc1)c1ccccc1Cl,6,1,5,8,2,i,0.1,-3,0
O=C1CCCCC(=O)[C@H](OC(=O)c2ccccc2)C[C@H](c2ccccc2)O1,8,0,.,-11,-3,.,-0.4,.,-1
c1csc(-c2cc(N3CCCCC3)c3ccccc3n2)c1,23,-1,-10,0,0,i,0.3,0,-1
CC1CC(=O)NC(=O)N1Cc1ccccc1 (stereo not given),-5,-1,-10,-6,0,i,-0.3,2,-1
Cc1ccnc(NS(=O)(=O)c2ccc(NS(C)(=O)=O)cc2)n1,-8,2,-9,-1,1,i,0.8,-8,-2
Cc1cc(/C=N/NC(=O)c2ccoc2C)cc(C)c1O,-5,1,5,-8,-2,i,2.0,-1,-5
Cc1ccc(S(=O)(=O)N2[C@@H](c3ccccc3)C(C(=O)O)=CC[C@H]2c2cccc(Cl)c2)cc1,1,3,1,-5,5,i,0.4,0,-4
CN1Cc2c(N3CCOCC3)nc3sc(C(=O)c4ccc(Br)cc4)c(N)c3c2CC1(C)C,46,-5,1,-3,-1,i,1.0,-3,-3
COc1cccc(CNC2CCCCCCC2)c1OC,-7,-3,7,-6,-1,i,0.9,2,-4
CCOC(=O)c1oc2ccccc2c1NC(=O)c1ccccc1OC,22,2,3,-3,-1,i,0.6,6,-14
COc1ccccc1-n1c(SCC(=O)Nc2cccc(C(=O)O)c2)nnc1-c1ccccc1C,0,0,-17,-6,3,i,-0.5,-1,-2
CCN(CC)CCCNc1ncnc2ccccc12,-2,-3,3,-6,4,i,-1.4,-3,-1
CCN1CCN(Cc2ccc(NC(=O)c3cc(NC(=O)c4cc(C)on4)cc(OC)c3)cc2C(F)(F)F)CC1,-4&-4,1&6,-10&-12,-1&-10,1&0,i,-0.6,-1&0,-3&1
O=C(COC(=O)Cc1ccccc1F)Nc1ccccc1[N+](=O)[O-],5,-1,8,-4,3,i,1.3,-1,-1
CSc1nncc(/C(C)=N\Nc2ccccc2C)n1,1,-2,16,-3,-2,i,-1.2,-1,1
Cc1ccc(-c2nc(C(=O)NC3CCCCCC3)no2)cc1,16,2,-2,-2,0,i,-0.7,0,-2
COc1ccc([N+](=O)[O-])cc1NCC(=O)c1ccc(C)cc1,12,5,-6,-5,1,i,1.8,2,0
Cc1ccc(C)c(N2CCN(S(=O)(=O)c3cc4c(cc3C)NC(=O)CO4)CC2)c1,27,0,-2,0,-5,i,1.1,-7,-2
O=C(COc1ccc(Cl)cc1)NCc1nnc2c3ccccc3c(-c3ccccc3)nn12,18,1,-10,-11,-2,i,0.3,3,-5
COc1ccc(S(=O)(=O)N2CCOCC2)cc1NC(=O)COC(=O)C1=COCCO1,-7,-4,2,-1,-1,i,0.2,2,-5
CCOc1ccc(CCNC(=O)c2nnc(Cc3ccc(F)cc3)o2)cc1OCC,-2,4,-8,-1,1,i,-1.0,1,2
O=C(NCCCN1CCOCC1)C(=O)NCC1OCCN1S(=O)(=O)c1cc(F)ccc1F (stereo not given),-4,0,-9,-13,-5,i,0.2,3,-4
COc1ccc(NC(=O)Nc2nnc(-c3ccccc3SCc3ccccc3)s2)cc1,3,1,0,5,-3,i,0.3,-4,-6
COc1ccccc1NC(=S)NCCC(c1ccccc1)c1ccccc1,25,3,-70,0,1,i,-0.4,3,1
CN(C)c1ccc(/C=C/c2ccc3c4ccccc4ccc3[n+]2-c2ccccc2)cc1,-4,57,-107,-20,57*,i,0.1,-3,-9
CC1(C)CC(=O)C2=C(C1)N(c1ccc(F)cc1)C(=O)CC2c1cccnc1 (stereo not given),-6,2,-1,-10,1,i,-0.2,3,-2

# Screening results as filed in PubChem.
